# ASAP1 inh: blocks human ASAP1-stimulated Arf1 GTP hydrolysis; Q9ULH1; GDP FP detection; inhibition, % at 16.5 µM; 0.19% of 360,000 active; AID 624377; in the data active means inhibition above about 25%;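 further: 0% = vehicle with enzyme and substrate and 100% = no enzyme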
# Tn7 DDE FP: disrupts Tn7 cyclic peptide binding to fibrin D-Dimer-E complex; P02675; FP displacement of FITC-Tn7 peptide from fibrin DD(E); 0% = median of compound wells per plate; inhibition, % at 8.3 µM; 0.13% of 370,000 active;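 active means inhibition above the mean of compounds falling within the control limits plus 3 SD of them, cut at about 14% in these data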;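 further: 0% = plate median of compound wells and 100% = 10 µM Aha-Tn7 peptide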
#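 Assay system: Human clot-derived fibrin DD(E) complex | Buffer or medium: Tris/NaCl/CaCl2 buffer, pH 7.8 | Repeats: One replicate per compound | Benchmarks: Aha-Tn7 high control | Measure: % inhibition scaled between sample-field median and high-control FP | Schedule: 10 min plus 3 h, room temperature | Signal: Fluorescence polarization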
# Rev-erbA mod: modulates human Rev-erb alpha binding to DNA. P20393. Rev-erbα–FITC-DNA binding, fluorescence polarization, 90 min. activity, % at 10 µM. 0.79% of 370,000 active. AID 1259318;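 active means activity above about 14%, limit read from the data; passing the limit was not always enough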;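 further: 0% = DMSO wells with 35 nM protein and 100% = DMSO wells with 750 nM protein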
# UHRF1 MBD2 ctr: blocks human UHRF1 binding to methylated DNA | 0.75% of 370,000 active | UHRF1 binding to methylated oligo, TR-FRET | inhibition, % at 4.4 µM | AID 687016 | Q96T88; in the data active means inhibition above about 21%;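 further: UHRF1 SRA domain binding a hemimethylated CpG hairpin DNA probe; 0% = median of test compound wells and 100% = reference inhibitor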
# DDE Tn6 FP inh: DD(E)-Tn6 binding inhibition, primary FP screen | P02675 | Fibrin DD(E) TRITC-Tn6 fluorescence polarization displacement | inhibition, % at 8.3 µM | 0.21% of 370,000 active | AID 720509;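 active means inhibition above a per-campaign cutoff: mean of compounds within control limits plus 3 SD, cut at about 15% in these data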;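 further: 0% = median of all compound wells on the plate and 100% = blocking peptide control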
# sPLA2-III inh: Inhibits HGIII-sPLA2 liposome hydrolysis, primary screen. Q9NZ20. QFRET BODIPY PC-A2 liposome hydrolysis, fluorescence. inhibition, % at 12.2 µM. 0.56% of 370,000 active;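 active means inhibition above mean plus 3 SD of compounds lying within the high and low control bounds, cut at about 19% in these data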;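 further: 0% = median of test compound wells and 100% = no enzyme DMSO wells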
# Target sequence (Q9NZ20 whole entry, looked up): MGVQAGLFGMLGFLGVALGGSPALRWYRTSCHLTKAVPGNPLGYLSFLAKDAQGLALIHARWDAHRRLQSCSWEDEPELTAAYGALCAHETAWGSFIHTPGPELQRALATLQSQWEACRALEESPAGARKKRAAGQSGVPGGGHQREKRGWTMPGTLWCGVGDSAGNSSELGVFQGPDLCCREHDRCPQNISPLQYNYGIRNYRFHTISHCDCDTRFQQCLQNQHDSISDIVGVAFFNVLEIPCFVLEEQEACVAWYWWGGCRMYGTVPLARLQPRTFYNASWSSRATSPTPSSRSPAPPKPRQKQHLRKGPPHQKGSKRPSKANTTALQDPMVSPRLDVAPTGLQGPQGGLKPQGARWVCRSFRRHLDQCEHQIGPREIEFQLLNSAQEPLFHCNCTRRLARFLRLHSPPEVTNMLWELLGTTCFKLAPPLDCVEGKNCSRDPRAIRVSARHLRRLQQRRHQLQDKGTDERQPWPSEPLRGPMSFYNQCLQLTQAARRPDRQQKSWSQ
# proKLK7 act: activates the human kallikrein-7 zymogen | activation, % at 7 µM | 0.9% of 370,000 active | purified proKLK7, EDANS-DABCYL substrate fluorescence; 100% is mature enzyme control, 0% vehicle | P49862;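 active means activation above the mean of all tested compounds plus 3 SD, computed per campaign excluding outliers beyond control limits, cut at about 13% in these data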
# Target sequence (P49862 whole entry, looked up): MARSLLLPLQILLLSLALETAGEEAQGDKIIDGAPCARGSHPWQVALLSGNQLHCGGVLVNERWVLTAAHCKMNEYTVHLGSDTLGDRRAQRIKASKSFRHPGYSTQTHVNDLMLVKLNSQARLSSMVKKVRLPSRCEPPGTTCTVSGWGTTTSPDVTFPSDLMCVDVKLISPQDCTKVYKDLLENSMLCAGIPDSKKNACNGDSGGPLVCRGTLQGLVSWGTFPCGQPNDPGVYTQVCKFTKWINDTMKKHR
# PLCg1 inh: inhibitors of human phospholipase C gamma1 | 0.84% of 370,000 active | inhibition, % at 12.2 µM | P19174 | AID 720700 | purified PLC-gamma1, fluorogenic substrate, fluorescence; in the data active means inhibition above about 9.5%
# PLC-beta3 inh: inhibitors of human phospholipase C beta3 | inhibition, % at 12.2 µM | 0.18% of 370,000 active | Q01970 | Purified PLC-beta3, fluorogenic substrate, fluorescence; in the data active means inhibition above about 11%;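 further: 0% = median of compound wells on plate and 100% = full blocker control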
# ARFGAP1 inh: rat ARFGAP1 inhibition. Q62848. Arfgap1-stimulated ARF1 GTP hydrolysis, GDP FP detection. inhibition, % at 16.5 µM. 0.26% of 360,000 active. AID 651572;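 active means inhibition above a per-plate limit, mean inhibition of low control wells plus 3 SD, cut at about 25% in these data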;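 further: 0% = DMSO wells with enzyme and 100% = wells lacking Arfgap1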
# Target sequence (Q62848 1-136 limits assumed): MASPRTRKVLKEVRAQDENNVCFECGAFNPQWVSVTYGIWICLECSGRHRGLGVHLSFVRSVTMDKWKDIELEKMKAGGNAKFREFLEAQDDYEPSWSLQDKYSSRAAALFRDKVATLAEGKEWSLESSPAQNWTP
#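 System: truncated rat Arfgap1 GAP domain / Medium: HEPES-based buffer, pH 7.5 / Also added: N-terminally truncated human ARF1-GTP substrate / Incubation: enzyme reaction 120 min at 25 °C after 20 min preincubation / Measured by: FP of antibody-bound GDP Alexa 633 tracer, ex 620/em 688 nm / Replicates: singlicate, each compound tested once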
# Starred values were filed as active, the others as inactive; i = inactive; . = no result given.
SMILES,ASAP1 inh,Tn7 DDE FP,Rev-erbA mod,UHRF1 MBD2 ctr,DDE Tn6 FP inh,sPLA2-III inh,proKLK7 act,PLCg1 inh,PLC-beta3 inh,ARFGAP1 inh
CNC(=O)c1ccc(CN(C)CC(=O)Nc2ccccc2C(=O)NC2CC2)cc1,9.7,0.4,2.9,2.5,2.3,14.8,-0.4,1.3,-5.2,10.3
Cc1cc(C)cc(Nc2nc3ccc(C)cc3n3cnnc23)c1,4.3,6.6,7.1,0.0,1.1,5.1,-3.8,-25.3,-37.9,-8.0
COc1cc(NC(=O)CSc2nc(=O)n(CCN3CCOCC3)c3c2CCC3)cc(OC)c1,5.9,-0.6,1.9,-0.4,5.5,-2.0,0.1,1.5,-2.7,6.4
CCOc1ccccc1CNCCO,6.0,-6.2,-2.5,-1.7,8.6,4.1,0.5,4.8,0.8,7.7
CSc1ncccc1C(=O)Nc1ccc2c(c1)OCO2,9.4,-1.4,1.0,-0.8,0.4,10.6,0.0,-1.1,-2.1,-8.0
O=c1[nH]cnc2c1ncn2[C@@H]1O[C@H](COS(=O)(=O)O)[C@@H](O)[C@H]1O,1.0,3.6,-6.9,1.8,-2.0,5.9,0.3,1.9,1.4,-2.0
COC(=O)c1cc(NC(=O)Nc2ccccc2OC)cc(C(=O)OC)c1,3.6,-2.0,-2.2,-0.4,-5.6,4.6,0.1,-10.0,-2.7,-5.3
Cc1ccc(C)c(C(=O)CSc2nc(N)cc(=O)[nH]2)c1,0.3,-2.9,-2.1,-1.3,5.8,-7.7,0.6,0.2,2.4,-0.4
Cc1cc(Cl)cc(C)c1OCC(=O)NC1CCCCCC1,-3.4,-3.6,7.2,0.2,0.4,-0.6,0.7,1.1,-3.4,-11.0
C=CCNC(=O)C1CCN(S(=O)(=O)c2ccc(Br)cc2)CC1,-4.4,-1.1,-2.3,0.9,-2.2,3.7,-0.2,1.5,1.1,8.1
CC(C)c1ccc2[nH]c(O)c(N=NC(=O)c3cccc(S(=O)(=O)Nc4cccc(Cl)c4)c3)c2c1,-9.2,0.2,3.4,5.4,-6.6,0.0,-0.4,0.3,-5.9,1.7
Cc1csc(CN(C)C(=O)c2cn(Cc3cccc4ccccc34)nn2)n1,2.2,-4.2,2.5,-0.8,3.8,-13.3,1.2,-0.9,-8.7,-4.0
CCN(CC)CCNC(=O)c1ccc(NC(=O)/C=C/c2ccc3ccccc3n2)cc1,16.6,-4.8,-5.6,-9.3,-1.9,-3.5,-0.6,-11.1,-20.4,-3.9
Cc1ccc2c(c1)c1c3n2CCN(CC(N)=O)C3CCC1 (configuration not stated),-1.9,4.0,3.6,-2.1,-3.4,-9.7,1.9,-124.9,-163.6,-10.3
O=C(O)CSc1nnc(NC(=O)c2ccc3c(c2)OCO3)s1,-2.3,5.9,4.5,1.6,5.8,-6.2,-0.2,-0.9,-4.3,-15.6
Cc1cccc2cc3ccccc3nc12,2.8,5.8,-1.8,-1.0,-7.9,-3.6,-78.7,-17.4,-33.4,10.7
O=C(Nc1ccc2c(c1)OCCO2)c1ccco1,7.8,-9.2,2.3,1.6,3.6,-5.9,-0.1,5.8,2.7,9.5
COc1cc(C(=O)Nc2ccc([N+](=O)[O-])cn2)cc(OC)c1OC,2.4,13.1,-3.9,1.1,0.2,14.4,-0.4,-0.7,-1.7,14.9
NS(=O)(=O)c1ccc(NNC(=O)c2sccc2Cl)cc1,-12.1,-4.2,6.0,4.0,2.3,8.4,0.4,-0.6,-7.1,19.5
CCN(c1c(C)n(C)n(-c2ccccc2)c1=O)S(C)(=O)=O,4.0,-6.1,0.0,-0.9,-4.3,-1.4,0.4,-1.7,-0.5,-7.4
O=C(NCc1cccnc1)c1ccccc1NS(=O)(=O)c1ccc(F)cc1,1.4,7.2,-4.5,3.3,-0.7,-0.6,0.3,-9.9,-20.2,-5.1
Cc1ccc(CONC(=O)/N=C/N(C)C)cc1,-4.8,11.5,-3.9,-3.0,1.7,-4.6,-0.2,-0.7,1.4,-2.4
COc1ccc(-n2ncc3c2CC(C)(C)CC3NC(=O)c2oc(C)cc2C)cc1 (configuration not stated),-11.3,-5.1,3.8,1.9,10.8,4.0,0.3,0.5,-6.8,-0.5
CC(=O)Nc1cccc(NC(=O)c2cccc(-c3ccc(O)cc3)c2)c1,9.6,2.9,1.8,2.2,-4.3,-13.9,0.2,-0.6,-6.8,9.2
O=C1CN(C(=O)COC(=O)COc2ccccc2)c2ccccc2N1,1.8,6.2,-5.0,-0.2,-1.3,3.9,0.9,-1.2,-7.9,4.8
Cc1ccc(S(=O)(=O)N2C[C@H]3n4c(=O)ccc(=O)n4C[C@H](OC(=O)NCC4CCCCC4)[C@@]3(O)C2)cc1,2.2,0.2,-4.3,-2.1,6.6,-5.8,-0.2,-1.1,2.4,-5.6
CC(NC(=O)COC(=O)c1ccc(Br)o1)c1ccccc1 (configuration not stated),3.5,3.8,0.5,-2.2,8.4,5.9,-0.5,-2.5,-0.4,2.8
COCCN1C(=O)c2cc(C(=O)Nc3ccc(OC)c(OC)c3)ccc2C1Nc1ccc(OC)c(OC)c1 (configuration not stated),12.9,-9.6,-0.8,3.9,-4.0,-3.8,0.7,4.2,5.9,4.5
Cc1cc(C)c2nc(SCCC#N)nc(C)c2c1,-5.5,0.1,-1.4,-4.8,-0.1,-0.7,0.2,1.9,3.1,-0.2
COC(=O)C1(C)Nc2ccccc2C(=O)N1c1ccccc1C (configuration not stated),-17.0,10.7,-3.6,0.2,1.2,1.3,9.3,-181.7,-221.3,-0.3

# The final 4 compounds of the part before are carried over, then new ones follow.
SMILES,ASAP1 inh,Tn7 DDE FP,Rev-erbA mod,UHRF1 MBD2 ctr,DDE Tn6 FP inh,sPLA2-III inh,proKLK7 act,PLCg1 inh,PLC-beta3 inh,ARFGAP1 inh
CC(NC(=O)COC(=O)c1ccc(Br)o1)c1ccccc1 (configuration not stated),3.5,3.8,0.5,-2.2,8.4,5.9,-0.5,-2.5,-0.4,2.8
COCCN1C(=O)c2cc(C(=O)Nc3ccc(OC)c(OC)c3)ccc2C1Nc1ccc(OC)c(OC)c1 (configuration not stated),12.9,-9.6,-0.8,3.9,-4.0,-3.8,0.7,4.2,5.9,4.5
Cc1cc(C)c2nc(SCCC#N)nc(C)c2c1,-5.5,0.1,-1.4,-4.8,-0.1,-0.7,0.2,1.9,3.1,-0.2
COC(=O)C1(C)Nc2ccccc2C(=O)N1c1ccccc1C (configuration not stated),-17.0,10.7,-3.6,0.2,1.2,1.3,9.3,-181.7,-221.3,-0.3
COc1ccc(-c2cnc(NCc3cc4c(cc3[N+](=O)[O-])OCO4)n2C)cc1,6.6,-10.4,1.8,-5.5,-6.2,-20.1,0.0,4.7,1.8,1.9
O=C(COc1cccc(C(F)(F)F)c1)NNC(=O)Cc1ccc(S(=O)(=O)N2CCOCC2)s1,-8.0,0.7,-0.6,-0.2,0.5,-52.7,0.0,-9.6,-18.1,-5.0
CC(C)=CCC/C(C)=C/CN1CC(=O)N2[C@H](C[C@@]3(n4ccc5ccccc54)c4ccccc4N(S(=O)(=O)c4ccccc4)[C@@H]23)C1=O,.,-11.4,2.5,-0.9,-4.3,-2.6,-0.4,0.4,0.7,.
COc1ccc(C(C)=O)cc1CSc1nnc(-c2ccncc2)o1,13.4,-1.2,-4.5,0.1,-5.1,-3.9,-0.4,-10.2,-21.0,7.6
N#Cc1ccsc1NC(=O)c1ccccn1,18.6,1.6,-2.9,0.7,-4.7,0.9,0.2,0.5,-2.5,5.9
CCN(CC)S(=O)(=O)c1ccc(N(C)Cc2ccc(C(F)(F)F)cc2)nc1,-15.5,4.2,5.6,1.8,-2.9,-7.0,0.3,-9.4,-4.7,5.5
COc1ccc(/C=C/c2c([N+](=O)[O-])c(=O)n(C)c(=O)n2C)c(OC)c1,-20.2,-3.7,4.5,2.0,5.2,-0.4,0.5,2.9,5.3,-2.4
CCCN(C(=O)c1cccc(S(=O)(=O)N2CCCc3ccccc32)c1)C1CCS(=O)(=O)C1 (configuration not stated),-9.5,0.7,1.3,1.0,-2.2,-1.6,0.7,-1.4,-4.7,3.2
CCOC(=O)C1CCN(C(=O)c2cc(S(=O)(=O)N(C)C)ccc2N2CCCC2)CC1,11.2,0.6,-3.5,-1.8,2.8,2.0,0.1,-0.3,-3.5,-5.8
Cc1cc(=O)n(-c2ccccc2Cl)[nH]1,0.0,-1.7,-6.5,2.3,-1.9,-0.6,0.3,0.6,-4.1,-11.3
O=C(NCCc1c[nH]c2ccc(Cl)cc12)c1cccnc1,3.2,-2.0,-4.6,3.3,-9.4,-13.8,0.1,1.4,-0.6,-1.7
CC1(C(=O)NS(=O)(=O)Cc2ccccc2C(F)(F)F)CCN1C(=O)C/C=C/c1ccccc1 (configuration not stated),-0.8,5.1,-2.1,0.6,-3.0,-10.7,0.1,-10.7,-13.0,-3.1
CCOC(=O)[C@]12CCCC=C1N(Cc1ccc3c(c1)OCO3)C(=O)[C@H](CC(=O)NCCc1ccccc1OC)C2,-7.1,4.1,-3.6,0.6,-1.3,-11.7,0.6,0.9,-1.0,-8.0
Cc1cc(NCCCn2ccnc2)n2ncc(-c3ccc(Cl)cc3)c2n1,-5.3,-3.5,0.9,-2.0,2.6,-29.1,-14.8,i,i,10.3
Cc1cc(C)cc(C(=O)N2CCC3(CC2)NCCc2[nH]cnc23)c1,-9.6,-0.4,2.5,14.2,-0.6,2.0,0.1,2.4,-4.4,4.8
O=C(COc1coc(CN2CCc3ccccc3C2)cc1=O)Nc1ccc(Cl)cc1,-2.4,-6.8,0.4,0.4,2.2,3.6,-0.2,1.2,1.4,-2.8
Cc1ccc(C(=O)NNC(=O)c2cc3ccccc3cc2O)cc1,-0.6,-4.6,2.7,-3.2,-4.5,6.2,-6.3,-168.9,-197.6,10.0
Cc1ccc(CN2CCCN(Cc3c(F)cccc3Cl)S2(=O)=O)cc1,-1.1,-1.3,1.2,-0.2,0.5,-9.9,0.2,2.1,-4.4,5.9
CN(CC1CCCN(CCc2ccc(Cl)cc2)C1)C(=O)c1ccoc1 (configuration not stated),2.7,5.7,-0.5,-1.1,-0.4,-0.6,-0.1,-0.3,-8.2,-2.9
Cc1ccc(NC(=O)Cn2nc(C)c3ccccc3c2=O)cc1,-3.7,-4.5,2.1,-1.5,0.2,1.6,0.3,1.2,4.4,-5.2
COC(=O)c1cc2ccc(OC)c(OC)c2c(=O)s1,8.6,1.5,0.4,-2.6,6.5,3.2,-0.4,-11.0,-16.4,-3.4
CCC(C)[C@H](N)c1nnc(SCC(=O)Nc2ccc(C)cc2C)o1 (some centres not stated),3.7,-2.2,0.8,-2.0,3.5,1.4,-0.3,0.7,-3.8,-2.8
c1csc(CNc2ccc3c(c2)OCCO3)c1,2.6,2.8,-2.7,-5.1,1.9,1.7,-0.9,-29.3,-38.0,9.0
COC(=O)c1ccc(Cn2nc(C)c(Cl)c2C)o1,-1.8,4.5,-2.3,-1.1,3.7,-11.3,0.1,-4.1,0.5,-2.0

# Source: PubChem BioAssay
